ST2 IL33 inh: inhibitors of human ST2 (IL1RL1) binding to IL-33, primary screen, biochemical, AlphaLISA. Interleukin-1 receptor-like 1 (Homo sapiens), Q01638. AlphaLISA ST2-Fc/biotin-IL-33 interaction, 1 h. inhibition, % for hits at 17 µM. hit rate 2.3% among 78,000; in the data active = inhibition above about 30%; inconclusive = mostly about 10% to 28%
Target sequence (Q01638 whole entry, looked up): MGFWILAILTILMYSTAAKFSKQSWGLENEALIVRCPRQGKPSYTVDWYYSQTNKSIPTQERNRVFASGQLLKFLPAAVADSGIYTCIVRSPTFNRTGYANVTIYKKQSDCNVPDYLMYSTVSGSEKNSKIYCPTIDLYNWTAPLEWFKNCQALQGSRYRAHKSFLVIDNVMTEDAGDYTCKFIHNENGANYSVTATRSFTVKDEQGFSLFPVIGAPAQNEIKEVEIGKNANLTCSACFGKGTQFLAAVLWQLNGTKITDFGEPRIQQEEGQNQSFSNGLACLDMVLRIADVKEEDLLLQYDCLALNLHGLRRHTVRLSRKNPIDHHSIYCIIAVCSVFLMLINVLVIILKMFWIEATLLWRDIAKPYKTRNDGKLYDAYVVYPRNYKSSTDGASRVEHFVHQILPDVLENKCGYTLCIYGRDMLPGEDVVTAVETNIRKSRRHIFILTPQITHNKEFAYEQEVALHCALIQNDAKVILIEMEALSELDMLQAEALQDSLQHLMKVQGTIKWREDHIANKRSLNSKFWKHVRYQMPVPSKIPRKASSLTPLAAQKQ
An asterisk follows results filed as active; i = inactive; ? = inconclusive.

SMILES	ST2 IL33 inh
CC1(C)CC(=O)C2=C(C1)OC(N)=C(C#N)C21CCCCC1	i
O=c1cc(C(F)(F)C(F)F)[nH]n1-c1ccccc1	?
Cc1ccc(-c2nnc(-c3nc(NCCc4cccs4)c4ccccc4n3)o2)cc1	?
CCOc1c(Cl)cnn(-c2ccccc2)c1=O	i
O=C(CNS(=O)(=O)c1ccc(Br)s1)N1CCN(Cc2ccccc2)CC1	i
CNc1ncc(CN(C)C(=O)c2cccc(C#CC(C)(C)O)c2)cn1	i
CNC(=O)[C@@H]1C[C@@H](N)CN1C(=O)c1ccc(OC)c(COC)c1	i
Cc1noc(C)c1CCc1nn2c(CC(C)C)nnc2s1	?
Cc1cnc(N2CCc3sccc3C2)nc1-c1cnn(C)c1	i
CCOc1ccc(NC(=O)CSc2nnc3sc4ccccc4n23)cc1	?
COC(=O)c1cc2n(n1)CCCN(C(=O)C1COc3c(cccc3OC)C1)C2 (centres undefined)	i
O=C(Nc1nnc(N=Cc2ccco2)s1)c1cc(Cl)cc(Cl)c1	i
Fc1ccccc1Cn1c(CSC2=NCCN2)nc2ccccc21	?
Cc1oc2cc(O)cc(C)c2c(=O)c1Oc1ccccc1	i
COc1cccc(N2C(=O)C(N3C(=O)c4ccc([N+](=O)[O-])cc4C3=O)C2c2cccs2)c1 (centres undefined)	?

Next section, starting with the last six of the part before.
SMILES	ST2 IL33 inh
CCOc1ccc(NC(=O)CSc2nnc3sc4ccccc4n23)cc1	?
COC(=O)c1cc2n(n1)CCCN(C(=O)C1COc3c(cccc3OC)C1)C2 (centres undefined)	i
O=C(Nc1nnc(N=Cc2ccco2)s1)c1cc(Cl)cc(Cl)c1	i
Fc1ccccc1Cn1c(CSC2=NCCN2)nc2ccccc21	?
Cc1oc2cc(O)cc(C)c2c(=O)c1Oc1ccccc1	i
COc1cccc(N2C(=O)C(N3C(=O)c4ccc([N+](=O)[O-])cc4C3=O)C2c2cccs2)c1 (centres undefined)	?
COC(=O)c1c(NC(=O)C(C)Oc2ccc(Cl)cc2Cl)sc(C)c1C (centres undefined)	i
O=C1CCC(=O)N1c1ccc(Cc2ccc(N3C(=O)CCC3=O)cc2)cc1	i
Cc1ccc(S(=O)(=O)N2CCC(N(C)CCC(C)C)CC2)cc1	i
CN(Cc1ccccc1)Cc1cc(CC2(NCc3ccccc3)COC2)no1	i
CCC1(CO)CCCN(c2ncc(C(F)(F)F)cc2Cl)C1 (centres undefined)	?
CCOc1ccc(N2CC(O)Cn3c2nc2c3c(=O)[nH]c(=O)n2C)cc1 (centres undefined)	i
CCN1CCN(CCCNC(=O)C2CCN(S(=O)(=O)N3CCCCC3)CC2)CC1	i
CC(=O)N(C1=C(N2CCCC2)C(=O)c2ccccc2C1=O)c1ccc(F)c(F)c1	?
CCOC(=O)Cn1c(=O)n(-c2ccc(F)cc2)c2nc(-c3ccccc3OCC)nc(C(N)=O)c21	i
CCOc1ccc(NC(=O)c2oc3ccccc3c2NC(=O)C2CC2)cc1	i
CCSc1ncc(CN2CC[C@@H](N(C)CCc3ccccn3)[C@H](O)C2)cn1	i
COc1ccc(-c2cc(C(=O)NC3CCCC3)no2)cc1	i
COc1ccc(NC(=O)c2ccncc2Cl)c(NC(=O)C(C)C)c1	i
O=C(Cc1ccccc1)Nc1ccc(C(=O)NCC2CCCO2)cc1 (centres undefined)	?
CCOc1ccc(Cl)cc1CN(C)Cc1cc2n(n1)CCCNC2	i

A draw from above in order of length of the SMILES, low to high.
SMILES	ST2 IL33 inh
COc1ccc(NC(=O)c2ccncc2Cl)c(NC(=O)C(C)C)c1	i
CN(Cc1ccccc1)Cc1cc(CC2(NCc3ccccc3)COC2)no1	i
CCOC(=O)Cn1c(=O)n(-c2ccc(F)cc2)c2nc(-c3ccccc3OCC)nc(C(N)=O)c21	i

Further results follow.
SMILES	ST2 IL33 inh
Cc1ccc(Cl)cc1NC(=O)CN1CCCN(Cc2cccc(F)c2)S1(=O)=O	i
Cc1cccc(N(C)S(=O)(=O)c2c(C)noc2C)c1	i
CCN(CC)C(=O)Cn1cnc2sc(C(=O)N3CCN(c4ccccn4)CC3)c(C)c2c1=O	?
Cc1nc2cc(-c3ccccc3)nn2c(C)c1CCC(=O)NC(C)c1ccccc1 (centres undefined)	i
COc1cc(C=Nc2c(C)n(C)n(-c3ccccc3)c2=O)c([N+](=O)[O-])cc1OC	i
Cn1c(=O)cc(SCC(=O)Nc2ccc(F)cc2F)c2ccccc21	i
COc1ccc(S(=O)(=O)Nc2c(C(C)C)cccc2C(C)C)cc1OC	i
Cc1oc2ccc(OCc3ccc(F)cc3)cc2c1C(=O)O	i
Cc1nc2ccccc2nc1SC(C(=O)O)c1ccccc1 (centres undefined)	?
CCCN(CCC)CCNS(=O)(=O)c1ccc(OCC)c2ncccc12	i
CCn1cnc(NC(=O)N2CCCC(c3ccccc3)CC2)n1 (centres undefined)	i
CCN1CCN(C(c2cccs2)C(C)NC(=O)Cc2cccs2)CC1 (centres undefined)	?
COC(=O)C(CCSC)NS(=O)(=O)c1ccc(Cl)cc1 (centres undefined)	?
COc1ccccc1OC1CCN(C(=O)CCC2CCCCN2C)CC1 (centres undefined)	i
CN(Cc1ccccc1)Cc1cc(CC2(NCc3ccc(N(C)C)cc3)COC2)no1	i

Next part, overlapping the part above by four compounds.
SMILES	ST2 IL33 inh
CCN1CCN(C(c2cccs2)C(C)NC(=O)Cc2cccs2)CC1 (centres undefined)	?
COC(=O)C(CCSC)NS(=O)(=O)c1ccc(Cl)cc1 (centres undefined)	?
COc1ccccc1OC1CCN(C(=O)CCC2CCCCN2C)CC1 (centres undefined)	i
CN(Cc1ccccc1)Cc1cc(CC2(NCc3ccc(N(C)C)cc3)COC2)no1	i
O=C(CSCc1ccccc1)Nc1c(-c2ccc(F)cc2)nc2ccccn12	i
CCOc1cc(CN2CCC(O)CC2)ccc1OC	i
O=C(Nc1ccc2c(c1)OCO2)C1c2ccccc2C(=O)N2CCc3ccccc3C12 (centres undefined)	i
CCCOc1ccc(C(=O)N2CCN(c3ccc(Cl)cc3[N+](=O)[O-])CC2)cc1	i
O=C(c1sc2cc([N+](=O)[O-])ccc2c1Cl)N1CCOCC1	i
COc1ccc(OC)c(NC(=O)CN(c2cc(C)ccc2OC)S(C)(=O)=O)c1	i
CCOc1ccnc(N2CCCC(OCc3cccnc3)C2)n1 (centres undefined)	?
COc1ccc(Cl)cc1N(CC(=O)N[C@H]1C[C@@H]2CC[C@H]1C2)S(C)(=O)=O	i
CC(C)C(=O)NCCn1cc(C(C)c2ccccc2)nn1 (centres undefined)	i
Cc1ccc2c(c1)C(CC(=O)NCCc1cn3nc(C)sc3n1)C(=O)N2 (centres undefined)	i
COc1ccc(-c2noc([C@@H]3C[C@H](NS(=O)(=O)c4ccc(OC)cc4)CN3C)n2)cc1	i
COc1ccc(Cl)cc1NC(=O)Nc1ccccc1Sc1cc(C)nc2ncnn12	i
COc1ccc2nc(N3CCC(C(=O)NCCCN4CC(C)CC(C)C4)CC3)sc2c1 (centres undefined)	i
CCN(CC)C(=O)c1cn(CC(C)C)c(=O)c2cc(OC)c(OC)cc12	i
COc1cc2c(cc1OC)C(C(=O)N1CCCCCC1)C(c1ccccc1F)N(C)C2=O (centres undefined)	i
COC(=O)C1=C(N)OC2=C(C(=O)CCC2)C1c1cccnc1 (centres undefined)	i
COc1ccc(-c2cc(C(N)=O)on2)c(OC)c1	i
O=C(Nc1cc2ccccc2oc1=O)c1ccc(Cl)c([N+](=O)[O-])c1	?
O=[N+]([O-])c1ccccc1CN1CCCCCCC1	i
CC(NS(=O)(=O)c1ccc(F)cc1)C(c1cccs1)N1CCN(c2ccccc2)CC1 (centres undefined)	i
CCn1cc(C(=O)NCc2cccs2)c(=O)c2cc(S(=O)(=O)N3CCC(C)CC3)ccc21	i
Cc1ccc(C2=NNC3(S2)C(=O)Nc2ccc(C)cc23)cc1 (centres undefined)	44%*
NC(=O)CSc1nc2c(c(=O)n1-c1ccc(Br)cc1)SCC2	?
CC1=C[C@@H](CNC(=O)CC(C)(C)C)[C@H](C(C)C)C[C@H]1CC(=O)N1CCN(C)CC1	i
COc1cc(NC(=O)c2cccc([N+](=O)[O-])c2C)ccc1NC(=O)c1cc2ccccc2o1	i
O=c1oc(-c2cccs2)nc2sc3c(c12)CCC3	i
O=C(C1CCN(S(=O)(=O)N2CCCCC2)CC1)N1CCCCCC1	?
O=C(CCC1CCN(Cc2ccc3cccc(F)c3n2)CC1)NCC1CCCO1 (centres undefined)	?
CCn1nc(C)c(C(C)NC(=O)c2ccccc2-c2ncc[nH]2)c1C (centres undefined)	i
Cc1[nH]nc(SCC(=O)Nc2cc(Br)ccc2O)c1[N+](=O)[O-]	i
Cc1ccc(NC(=O)CSc2nc(C)cc(C)c2C#N)c(C)c1	?
Cc1ccc(S(=O)(=O)Nc2ccccc2I)cc1[N+](=O)[O-]	i
CCOc1ccc(C2CC(c3c(F)cccc3Cl)n3ncnc3N2)cc1 (centres undefined)	i
CCOc1ccc(S(=O)(=O)N2CCN(c3cc(-c4ccc(C)cc4)ncn3)CC2)cc1	i

In the list so far, these contain a furan ring, fused or not:
SMILES	ST2 IL33 inh
O=C(Nc1nnc(N=Cc2ccco2)s1)c1cc(Cl)cc(Cl)c1	i
CCOc1ccc(NC(=O)c2oc3ccccc3c2NC(=O)C2CC2)cc1	i
Cc1oc2ccc(OCc3ccc(F)cc3)cc2c1C(=O)O	i
COc1cc(NC(=O)c2cccc([N+](=O)[O-])c2C)ccc1NC(=O)c1cc2ccccc2o1	i

Bioassay records deposited in PubChem BioAssay by IUPUI and University of Michigan.

These rows are one share of the data; count on the stated rates, not on these rows.
